Screening results as filed in PubChem.
Measles CPE – protection of cells from measles virus; Measles virus-infected cells, CPE protection, absorbance; protection (pct of control), % at 4 µM; 1.5% of 140,000 active; AID 841; in the data active = protection mostly above about 24%, no sharp cut-off; inactive = mostly below about 26%; note: some compounds called inactive have numbers as strong as hits
HCT116 PTEN-null – PTEN-deleted cell growth suppression. 1.2% of 140,000 active. viability, % at 10 µM. HCT116 PTEN-null viability, CellTiter-Glo, 60 h; active compounds read low;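 active = viability at or below a set limit, 4 SD under the median of all tested compounds, cut at about 3.7% in these data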;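 note: PTEN knockout HCT116 line with beta catenin targeted HCT116 as companion control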
bCat KO growth – beta-catenin-lacking colon tumor cell growth suppression. HCT116 beta-catenin knockout viability, CellTiter-Glo, 60 h; active compounds read low. viability, % at 10 µM. 1.5% of 140,000 active. AID 818;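 active = viability at or under a set limit, the compound median less 4 SD, cut at about 6% in these data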;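 note: 0% = Hyamine 1622 control at 20 µM and 100% = untreated cell control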
GALR2 blocker – blocks the human galanin receptor 2; GALR2-expressing cells, antagonist mode; inhibition, % at 4 µM; O43603; AID 828; 0.39% of 140,000 active; in the data active = inhibition above about 27%;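 note: cells stimulated with galanin 1-16 at roughly its EC80; 0% = agonist challenge control and 100% = basal control without agonist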
Target sequence (O43603 whole entry, looked up): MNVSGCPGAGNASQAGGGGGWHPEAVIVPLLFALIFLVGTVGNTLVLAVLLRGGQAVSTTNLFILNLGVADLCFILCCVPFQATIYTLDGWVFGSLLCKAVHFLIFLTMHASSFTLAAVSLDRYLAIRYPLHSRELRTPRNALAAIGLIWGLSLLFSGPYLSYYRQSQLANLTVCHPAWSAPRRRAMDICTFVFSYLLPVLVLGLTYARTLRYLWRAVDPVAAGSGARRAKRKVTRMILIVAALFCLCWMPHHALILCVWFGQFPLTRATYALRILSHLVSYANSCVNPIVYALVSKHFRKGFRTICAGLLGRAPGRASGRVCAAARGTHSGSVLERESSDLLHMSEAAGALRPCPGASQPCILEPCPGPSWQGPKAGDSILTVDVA
Phagocytosis inh – blocks phagocytosis by macrophages. inhibition, % at 5 µM. 0.07% of 110,000 active. AID 1029. J774A.1 macrophage IgG-bead phagocytosis, imaging;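 active = inhibition above the mean of the plate negative controls plus 5 SD, cut at about 13% in these data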;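 note: phagocytic index as fraction of beads internalized from green versus red external bead signal; plate controls were DMSO negative control for no effect and cytochalasin-D positive control for full effect; some results beyond the cut were filed as inactive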
E-sel TNF inh – TNF alpha driven E-selectin expression inhibition | AID 1246 | inhibition, % at 2 µM | HUVEC TNFa-induced E-selectin immunofluorescence, high content | 0.71% of 120,000 active;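 active = inhibition above the batch mean plus 3 SD, and confirmed as a hit on visual image review, cut at about 43% in these data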;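 note: 0% = TNF-stimulated DMSO wells and 100% = unstimulated control wells; not every result past the cut was called active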
NPY-Y2 antag – blocks the human neuropeptide Y Y2 receptor; P49146; NPY-Y2 expressing cells, antagonist mode; inhibition, % at 2.7 µM; 0.99% of 140,000 active; AID 793; in the data active = inhibition above about 17%;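 note: 0% = vehicle with agonist challenge and 100% = reference antagonist with challenge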
Target sequence (P49146 whole entry, looked up): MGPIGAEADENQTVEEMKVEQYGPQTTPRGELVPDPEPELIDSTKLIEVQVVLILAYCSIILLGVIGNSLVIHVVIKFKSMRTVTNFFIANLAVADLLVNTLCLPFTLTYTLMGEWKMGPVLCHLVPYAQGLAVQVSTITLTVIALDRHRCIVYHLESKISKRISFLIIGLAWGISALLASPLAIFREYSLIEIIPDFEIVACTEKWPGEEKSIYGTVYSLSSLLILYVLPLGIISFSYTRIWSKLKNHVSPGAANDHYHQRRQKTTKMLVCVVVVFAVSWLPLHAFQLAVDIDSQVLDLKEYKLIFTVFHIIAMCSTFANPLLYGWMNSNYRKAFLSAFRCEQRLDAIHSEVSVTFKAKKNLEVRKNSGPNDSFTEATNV
MRP1 act – activates MRP-1. H69AR cells + doxorubicin, viability rescue, CellTiter-Glo. 0.61% of 140,000 active. AID 799. viability increase, % at 10 µM;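 active = viability gain under doxorubicin at or above a set limit, the compound median plus 3 SD, cut at about 4.7% in these data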;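 note: MRP-1 overexpressing cells given doxorubicin 25 µM after compound pretreatment; 18-22 h compound pretreatment then 72 h with doxorubicin before readout; 0% = doxorubicin-only wells and 100% = vehicle-treated cells without doxorubicin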
Yeast growth inh – chemicals that inhibit yeast BB579 growth in restrictive medium (lifespan-shortening candidates); S. cerevisiae BB579 growth, OD615, 48 h; inhibition, % at 10 µM; 0.51% of 140,000 active; AID 804;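 active = inhibition above a set limit, 3 SD over the mean compound inhibition, cut at about 44% in these data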; note: inactives centre near -24
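System: Saccharomyces cerevisiae DeaD strain BB579, replicative lifespan model yeast | Buffer or medium: Restrictive glucose-based CSMM-D medium | Times: 4 h preincubation and 48 h exposure at 30 °C | Detection: OD615 turbidity measurement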
Yeast life ext – yeast lifespan extension. S. cerevisiae growth with nicotinamide, OD615; deaD strain in restrictive glucose medium. inhibition of the nicotinamide effect, % at 10 µM. 0.68% of 130,000 active;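 active = inhibition above a set limit, placed 3 SD over the median of all compounds, cut at about 26% in these data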;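 note: 0% = nicotinamide-treated wells and 100% = cells grown without nicotinamide; some compounds called inactive have numbers as strong as hits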
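Assay system: DeaD-strain S. cerevisiae. Medium: CSMM-D glucose medium, restrictive. Reagent: nicotinamide, 1.5 mM, co-present with compound. Compound: 10 µM single point, 0.25% DMSO. Schedule: culture preincubation 4 h, compound exposure 48 h, both 30 °C. Detection: absorbance at 615 nm.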
* hit, by the source's call; nt = not tested or not shown.

Start of the data: the first 8 compounds as a preview:
Results follow in this order: Measles CPE	HCT116 PTEN-null	bCat KO growth	GALR2 blocker	Phagocytosis inh	E-sel TNF inh	NPY-Y2 antag	MRP1 act	Yeast growth inh	Yeast life ext
CCOC(=O)c1oc2ccccc2c1NC(=O)COc1cccc(OC)c1
  17	77	88	-2	nt	-27	5	-3.6	-27	-1
CCn1c(=N)n(CC(O)c2ccco2)c2ccccc21 (configuration not stated)
  8	95	79	0	-1	10	4	-0.8	-52	-2
O=C(O)c1cc(Cl)c(Cl)cc1C(=O)N1CCCC1
  0	107	99	8	-1	nt	4	-0.5	11	-7
CCCCNc1ccc(S(=O)(=O)c2cccc([N+](=O)[O-])c2)cc1[N+](=O)[O-]
  3	77	75	-4	-8	nt	-1	-0.5	-32	1
C=CCn1c(SCc2ccc(C(=O)OC)cc2)nnc1-c1sc(N)nc1C
  12	96	98	-1	2	4	1	-0.4	-53	2
c1ccc(COc2ccc(CNn3cnnc3)cc2)cc1
  5	103	99	2	1	-2	1	-0.7	-56	-11
O=C(c1cnccn1)N1CCN(S(=O)(=O)c2ccc3ccccc3c2)CC1
  14	96	94	-13	-1	-3	6	-1.3	7	-2
C=CCn1c(=O)c2ccc(C(=O)NCc3ccccc3)cc2n(Cc2ccccc2Cl)c1=O
  1	96	95	5	-3	6	2	-0.8	-12	-1

This part in full, previewed entries included:
Results follow in this order: Measles CPE	HCT116 PTEN-null	bCat KO growth	GALR2 blocker	Phagocytosis inh	E-sel TNF inh	NPY-Y2 antag	MRP1 act	Yeast growth inh	Yeast life ext
CCOC(=O)c1oc2ccccc2c1NC(=O)COc1cccc(OC)c1
  17	77	88	-2	nt	-27	5	-3.6	-27	-1
CCn1c(=N)n(CC(O)c2ccco2)c2ccccc21 (configuration not stated)
  8	95	79	0	-1	10	4	-0.8	-52	-2
O=C(O)c1cc(Cl)c(Cl)cc1C(=O)N1CCCC1
  0	107	99	8	-1	nt	4	-0.5	11	-7
CCCCNc1ccc(S(=O)(=O)c2cccc([N+](=O)[O-])c2)cc1[N+](=O)[O-]
  3	77	75	-4	-8	nt	-1	-0.5	-32	1
C=CCn1c(SCc2ccc(C(=O)OC)cc2)nnc1-c1sc(N)nc1C
  12	96	98	-1	2	4	1	-0.4	-53	2
c1ccc(COc2ccc(CNn3cnnc3)cc2)cc1
  5	103	99	2	1	-2	1	-0.7	-56	-11
O=C(c1cnccn1)N1CCN(S(=O)(=O)c2ccc3ccccc3c2)CC1
  14	96	94	-13	-1	-3	6	-1.3	7	-2
C=CCn1c(=O)c2ccc(C(=O)NCc3ccccc3)cc2n(Cc2ccccc2Cl)c1=O
  1	96	95	5	-3	6	2	-0.8	-12	-1
COc1ccccc1NS(=O)(=O)c1cccc(NC(=S)NCCN2CCOCC2)c1
  3	102	91	8	nt	nt	2	-2.7	-39	4
CCN(CC)S(=O)(=O)c1ccc2c(c1)c(=O)c(C(=O)N1CCN(c3ccccc3)CC1)cn2C
  25	89	90	0	nt	-19	0	-2.6	13	nt
CCN(CC)CCN1C(=O)c2ccccc2NC1c1cccc(F)c1 (configuration not stated)
  0	85	83	2	-1	-2	4	-3.0	-51	3
O=C(Nc1ccccc1F)c1cc(S(=O)(=O)N2CCCCC2)cs1
  24	95	87	5	5	-60	-4	0.5	-27	-16
O=C(CC(Sc1ccccc1)c1cccs1)c1ccco1 (configuration not stated)
  6	62	52	22	0	40	4	-7.0	-34	-23
CCc1cc2c(=O)c(-c3cnn(-c4ccccc4)c3)c(C)oc2cc1OCC(=O)Nc1cccc(C)c1
  7	28	34	-6	-5	nt	1	-4.5	-9	-1
CCOC(=O)Cn1nc(-c2ccccc2)c2cnc3ccc(C)cc3c21
  24	82	90	1	nt	2	24*	-2.9	-19	1
COc1ccc(N/C(N)=N/c2nc(CSc3ccc(Cl)cc3)cc(=O)[nH]2)cc1
  9	75	78	12	2	-1	1	-2.0	-67	0
CC(=O)c1c(C)[nH]c(C(=O)NCCc2cccc(C)c2)c1C
  5	85	82	-3	nt	nt	0	-0.9	-62	-8
CCCCCSc1nc2c(c(=O)[nH]c(=O)n2C)n1C(C)C
  8	92	97	4	0	nt	4	-0.5	-20	-5
O=C(c1ccccc1)c1cccn1CC(=O)N1CCN(c2ccccc2)CC1
  5	93	97	-8	nt	11	4	-1.7	-3	-17
C/C(N)=C(/C#N)C(=O)CSc1nc(C2CCCCC2)n(-c2ccccc2)n1
  1	65	57	10	0	-26	-1	-1.5	13	59*
Cn1c(COc2nnc(-c3ccc(Cl)cc3)c3ccccc23)nc2ccccc21
  2	94	88	8	0	-4	1	-2.2	17	-24
Cc1ccc(CNC(=O)C2CC(=O)OC23CCCC3)c(C)c1 (configuration not stated)
  16	106	94	-10	nt	24	4	-1.9	-51	0
CCC(C)(C)n1nnnc1C(c1ccc(C)cc1)N1CCSCC1 (configuration not stated)
  5	79	76	-7	3	-26	16	-3.2	-17	-8
COc1cccc(/C=C/c2ccncc2)c1OC
  9	77	93	-4	-3	29	8	0.1	-37	-17
COc1cccc(N2CC(C(=O)OC(C)C(=O)c3ccccc3)CC2=O)c1 (configuration not stated)
  7	87	91	-1	-1	-11	2	-2.1	-17	-5
COc1ccc(OC)c(S(=O)(=O)N2CCCCC2C(=O)N2CCN(c3ccccn3)CC2)c1 (configuration not stated)
  4	87	98	0	-2	-9	0	-2.6	-35	4
CCC(=O)N/N=C(\C)CC(=O)Nc1cccc([N+](=O)[O-])c1
  2	101	96	1	-3	nt	1	-1.0	-23	6
Cc1ccccc1N1CCN(Cc2c[nH]c3ccccc23)CC1
  37	34	30	9	1	-6	10	-3.1	-23	-1
Cc1ccc(-c2nc(C3CCCN(S(=O)(=O)c4ccc(C)cc4)C3)no2)cc1 (configuration not stated)
  6	82	87	-13	0	nt	14	1.4	11	-5
O=C(Cc1ccccc1[N+](=O)[O-])NCc1ccc(Cl)cc1
  4	98	96	3	-3	8	0	-1.8	-61	0

(further entries)
Results follow in this order: Measles CPE	HCT116 PTEN-null	bCat KO growth	GALR2 blocker	Phagocytosis inh	E-sel TNF inh	NPY-Y2 antag	MRP1 act	Yeast growth inh	Yeast life ext
COc1ccc(CN=C(NS(=O)(=O)c2cccs2)SC)cc1
  8	94	87	-6	-16	27	4	-0.4	-19	-4
O=C(CCc1ccc(S(=O)(=O)NCc2ccccc2)cc1)NCc1ccco1
  5	102	90	4	-2	14	1	-2.1	-12	-1
CCOC(=O)N1CCC2(CC1)C(C#N)=C(N)OC1=C2C(=O)CC(C)(C)C1
  8	94	87	2	nt	-2	-1	-1.4	-45	-14
CCOC(=O)C1=C(CS(=O)(=O)c2ccccc2)NC(=O)NC1c1ccccc1OCC (configuration not stated)
  5	89	88	3	0	2	2	-2.1	-4	-9
Nc1c(C(=O)NCc2ccco2)nnn1Cc1ccccc1
  9	98	109	-11	-2	-2	1	0.4	-19	-4
CCC(C)(C(=O)NC1CCCC1)N(C(C)=O)c1ccc(C)cc1 (configuration not stated)
  7	107	102	1	1	-2	9	0.2	-61	-7
O=C(Nc1nc2ccccc2c2nc3ccccc3n12)c1ccc(F)cc1
  2	92	98	-4	1	-31	2	-1.0	-24	-5
Cc1ccnc(NC(=O)Nc2cccc(F)c2)c1
  6	70	71	21	0	-22	5	-1.4	20	-18
O=C(CN1CCCC(O)C1)N1c2ccccc2Sc2ccc(C(F)(F)F)cc21 (configuration not stated)
  5	91	94	0	-2	12	4	-1.0	-18	2
CCOC(=O)C1=C(c2ccccc2)N=c2s/c(=C\c3ccc(O)cc3)c(=O)n2C1c1cccs1 (configuration not stated)
  5	21	31	11	-2	-51	-3	-6.3	-64	-6
COc1ccc(NC(=O)CSc2nnc(CNC(=O)c3ccco3)n2-c2ccccc2OC)cc1
  23	92	95	0	nt	11	5	-3.1	-24	-26
Brc1ccc(CSc2nccn2-c2ccccc2)cc1
  12	72	89	-3	nt	10	10	2.4	-67	8
CCc1ccc(NC(=O)N(CCOC)C2CCN(C(C)=O)CC2)cc1
  65*	95	105	4	nt	-7	1	-1.5	20	-9
COC(=O)c1[nH]c2ccc(Br)cc2c1NC(=O)C(C)N1CCN(C2CCCCC2)CC1 (configuration not stated)
  21	3.2*	9	-1	-1	nt	5	-5.1	-19	-6
Cc1cc(C)n(C(=O)CSc2nc3ccccc3o2)n1
  16	93	86	-1	2	nt	5	-0.6	-21	-6
Cc1ccc(CNC(=O)CCS(=O)(=O)c2ccc(Cl)cc2)cc1
  45	84	84	-7	-2	nt	3	1.6	0	3
O=C(c1cccn2c(=O)c3cc(Br)ccc3nc12)N1CCN(c2ccccn2)CC1
  0	92	82	-10	0	19	2	1.7	-4	-14
Cc1cccc(NC(=O)c2cc(-c3ccc(C)s3)nc3ccccc23)n1
  7	37	40	17	-5	nt	23*	-3.4	-28	0
